# eIF4E-4G inh – blocks eIF4E binding to eIF4G; TR-FRET eIF4E-eIF4GI(517-606) binding, 2 h; inhibition, % at 21.7 µM; actives 0.37% (n = 220,000); AID 782;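 note: 0% = full FRET control wells and 100% = background wells lacking eIF4GI fragment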
# Target sequence (P63073 whole entry, looked up, the tested form may be a part): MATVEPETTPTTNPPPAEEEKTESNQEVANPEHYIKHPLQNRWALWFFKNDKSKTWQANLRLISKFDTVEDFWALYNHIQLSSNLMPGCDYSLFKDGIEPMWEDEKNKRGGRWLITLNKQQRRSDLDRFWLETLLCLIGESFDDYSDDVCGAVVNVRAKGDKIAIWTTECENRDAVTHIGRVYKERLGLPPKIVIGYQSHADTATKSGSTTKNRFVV
# Target sequence (Q04637 whole entry, looked up, the tested form may be a part): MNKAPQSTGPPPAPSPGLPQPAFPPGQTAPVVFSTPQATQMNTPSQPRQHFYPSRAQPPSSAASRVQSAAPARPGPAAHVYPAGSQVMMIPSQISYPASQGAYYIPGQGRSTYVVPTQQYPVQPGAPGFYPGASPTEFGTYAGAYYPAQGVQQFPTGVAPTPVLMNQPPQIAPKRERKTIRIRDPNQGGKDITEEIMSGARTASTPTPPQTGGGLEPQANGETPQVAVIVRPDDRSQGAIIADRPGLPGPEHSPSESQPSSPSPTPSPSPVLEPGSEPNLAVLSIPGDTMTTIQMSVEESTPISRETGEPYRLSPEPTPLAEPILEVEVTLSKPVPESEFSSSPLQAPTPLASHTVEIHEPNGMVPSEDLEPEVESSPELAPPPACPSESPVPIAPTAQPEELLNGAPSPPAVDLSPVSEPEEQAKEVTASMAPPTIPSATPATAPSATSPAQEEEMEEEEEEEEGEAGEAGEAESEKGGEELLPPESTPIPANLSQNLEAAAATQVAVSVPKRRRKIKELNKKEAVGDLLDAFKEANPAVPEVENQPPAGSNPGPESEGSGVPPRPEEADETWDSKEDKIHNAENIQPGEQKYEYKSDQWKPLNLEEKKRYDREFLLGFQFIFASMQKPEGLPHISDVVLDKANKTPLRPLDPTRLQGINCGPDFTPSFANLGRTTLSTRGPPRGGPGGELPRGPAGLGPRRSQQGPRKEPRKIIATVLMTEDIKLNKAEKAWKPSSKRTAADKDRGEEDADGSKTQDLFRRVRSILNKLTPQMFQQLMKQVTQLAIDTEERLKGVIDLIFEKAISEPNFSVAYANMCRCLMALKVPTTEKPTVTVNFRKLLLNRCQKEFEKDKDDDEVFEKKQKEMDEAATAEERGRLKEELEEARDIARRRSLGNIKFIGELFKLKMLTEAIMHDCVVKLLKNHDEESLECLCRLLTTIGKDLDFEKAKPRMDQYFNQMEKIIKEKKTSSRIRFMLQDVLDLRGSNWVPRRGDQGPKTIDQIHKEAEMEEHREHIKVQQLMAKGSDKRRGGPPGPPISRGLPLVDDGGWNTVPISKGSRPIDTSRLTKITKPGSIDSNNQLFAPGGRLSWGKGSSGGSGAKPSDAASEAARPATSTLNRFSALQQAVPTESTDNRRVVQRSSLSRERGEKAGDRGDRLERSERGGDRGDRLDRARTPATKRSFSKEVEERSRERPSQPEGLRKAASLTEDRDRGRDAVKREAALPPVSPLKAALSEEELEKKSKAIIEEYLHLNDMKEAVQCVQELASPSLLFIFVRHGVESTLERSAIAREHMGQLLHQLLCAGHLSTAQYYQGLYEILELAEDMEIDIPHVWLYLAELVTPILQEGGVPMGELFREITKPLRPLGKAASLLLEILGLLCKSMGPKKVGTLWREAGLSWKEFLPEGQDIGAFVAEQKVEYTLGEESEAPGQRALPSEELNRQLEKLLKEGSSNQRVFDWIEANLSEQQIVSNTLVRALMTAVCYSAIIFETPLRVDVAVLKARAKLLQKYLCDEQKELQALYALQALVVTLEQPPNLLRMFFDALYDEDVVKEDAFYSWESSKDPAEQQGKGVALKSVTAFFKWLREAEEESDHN
# Furin inh – blocks human furin protease activity; P09958; purified furin, fluorogenic substrate cleavage; inhibition, % at 30 µM; actives 0.061% (n = 220,000); in the data active = inhibition above about 25%; note: inactives centre near -15
# Cl transport mod – modulators of human KCC2 chloride dependent transport; Q9H2X9; KCC2 cells, thallium flux FluoZin-2 fluorescence; B-score of Tl+ flux slope (higher = more flux/activation; lower = inhibition) at 10 µM; actives 2.2% (n = 190,000); AID 1456;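 active = thallium flux slope and its plate-corrected score both differing from the plate sample mean at a set confidence after two filtering rounds, in either direction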;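 note: slope of fluorescence scaled to starting intensity during 10 to 20 s after thallium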
# p47phox inh – p47phox (human) inhibition; actives 0.53% (n = 220,000); p47phox/p22phox peptide binding, fluorescence polarization, 2 h; AID 1274; inhibition, % at 24.7 µM;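 note: 0% = p47phox with labelled peptide and 100% = labelled peptide alone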
# EBV gp42 inh – inhibitors of Epstein-Barr virus glycoprotein 42. Q1HVG2. Fluorescence polarization binding assay, mP read-out. inhibition, % (tested at 21.74 µM). actives 0.42% (n = 220,000); in the data active = inhibition above about 50%
# 14-3-3 Bad inh – disrupts binding of bovine 14-3-3 zeta to phospho-Bad peptide. TR-FRET 14-3-3zeta/Dy647-pBad peptide displacement, 1 h. P63103. inhibition, % at 21.7 µM. actives 0.71% (n = 220,000). AID 781;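 active = inhibition above about 70%, limit read from the data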;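 note: 0% = full 14-3-3 plus peptide FRET controls and 100% = background without 14-3-3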
# hK5 inh – blocks human kallikrein 5 protease activity; Q9Y337; recombinant hK5, fluorogenic AMC substrate cleavage; inhibition, % at 5 µM; actives 0.59% (n = 210,000); AID 873;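 active = inhibition of 40% or more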;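 note: 0% = enzyme controls without compound and 100% = no-enzyme blanks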
# Rad51 HR inh – Rad51 (human) homologous recombination inhibition | Q06609 | hRad51 DNA strand exchange, fluorescence dequenching | inhibition, % at 10 µM | actives 0.085% (n = 200,000) | AID 1385;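 active = inhibition above 40% at the single screening dose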;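 note: 0% = DMSO control wells and 100% = blanks with heterologous ssDNA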
#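 Test system – preformed human Rad51 ssDNA filaments · Reagent – Donor/quencher-labelled 47-bp dsDNA substrate · Incubation – 37 °C 15-min filament assembly, 30-min compound preincubation, 15-min exchange · Signal – FRET fluorescence dequenching, excitation 485 nm, emission 520 nm · Read-out – percent inhibition from fluorescence, normalised to plate control and blank means · Benchmarks – plate control and blank wells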
# Thrombin inh – inhibitors of human thrombin; P00734; alpha-thrombin, Boc-VPR-AMC fluorogenic substrate cleavage; inhibition, % at 5 µM; actives 0.26% (n = 220,000);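 active = inhibition at or above 40%; inactive = inhibition below 40%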;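 note: 0% = enzyme with no compound and 100% = wells without enzyme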
#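 Assay system: human alpha-thrombin enzyme. Reagent: Boc-VPR-AMC substrate, 15 µM final. Compound dosing: one concentration per compound, 5 µM, with 0.2% DMSO. Incubation: room-temperature reaction. Technique: AMC fluorescence, 355/460 nm. Measure: % inhibition relative to enzyme controls and enzyme-free blanks.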
# * marks the source's active call; other numbers are inactive results; x = no result given; [ ] = dose if it differs, or a comment.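 Rule for the calls, unless noted: active = inhibition above about 30% (limit read from the data); inactive = the rest.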
# Start of the listing, in advance (6 entries):
SMILES	eIF4E-4G inh	Furin inh	Cl transport mod	p47phox inh	EBV gp42 inh	14-3-3 Bad inh	hK5 inh	Rad51 HR inh	Thrombin inh
CC1=C(C(=O)Nc2ccccn2)C(c2cn(C)nc2C)C2=C(CCCC2=O)N1 (stereo unspecified)	-2	-17	0.38	-49	6	-12	1	-2	-2
CCCC1CC(C#N)N(N(C)C)C1=C(C#N)C#N (stereo unspecified)	2	-9	0.3	-12	2	-2	-1	9	-3
CCCCOC(=O)C1C2C=C[C@]3(CN(C(C)c4ccc(OC)cc4)C(=O)[C@H]13)O2 (stereo partly specified)	-10	-34	0.15	-1	6	-6	16	0	-4
CC1(C)CC(=O)C(C=NCCc2ccccn2)=C(O)C1	-17[fluorescence artefact?]	-11	-1.1	-19	-16	4	-16	-1	-7
COCCCNC(=O)Cc1coc2ccc3ccccc3c12	1	-19	-0.11	-12	-7	-5	-9	20	1
Cc1ccc(S(=O)(=O)CC(O)COc2ccc(F)cc2Cl)cc1 (stereo unspecified)	3	-11	-0.28	7	0	0	-14	1	1

# The listing, from the first entry:
SMILES	eIF4E-4G inh	Furin inh	Cl transport mod	p47phox inh	EBV gp42 inh	14-3-3 Bad inh	hK5 inh	Rad51 HR inh	Thrombin inh
CC1=C(C(=O)Nc2ccccn2)C(c2cn(C)nc2C)C2=C(CCCC2=O)N1 (stereo unspecified)	-2	-17	0.38	-49	6	-12	1	-2	-2
CCCC1CC(C#N)N(N(C)C)C1=C(C#N)C#N (stereo unspecified)	2	-9	0.3	-12	2	-2	-1	9	-3
CCCCOC(=O)C1C2C=C[C@]3(CN(C(C)c4ccc(OC)cc4)C(=O)[C@H]13)O2 (stereo partly specified)	-10	-34	0.15	-1	6	-6	16	0	-4
CC1(C)CC(=O)C(C=NCCc2ccccn2)=C(O)C1	-17[fluorescence artefact?]	-11	-1.1	-19	-16	4	-16	-1	-7
COCCCNC(=O)Cc1coc2ccc3ccccc3c12	1	-19	-0.11	-12	-7	-5	-9	20	1
Cc1ccc(S(=O)(=O)CC(O)COc2ccc(F)cc2Cl)cc1 (stereo unspecified)	3	-11	-0.28	7	0	0	-14	1	1
COC(=O)CSCc1nc2ccccc2[nH]c1=O	-1	-4	-1.3	-13	-11	-1	-1	-20	12
c1ccc(CCc2nc(-c3cccnc3)no2)cc1	0[fluorescence artefact?]	-8[20 µM]	0.28	2	-9	6	-3	-4	-10
O=C(O)CSC(C(=O)Nc1ccc(Br)cc1)c1ccc(Cl)cc1 (stereo unspecified)	0	-13	-2.3	-8	-1	3	15	5	-2
COc1ccc(C(=O)c2sc3nc(-c4ccc(OC)cc4)ccc3c2N)cc1	9	-20	0.63	-19	-1	15	-11	-76	1
Cc1cccc2sc(N(CCCN(C)C)C(=O)CN3C(=O)c4ccccc4C3=O)nc12	-3	-17	-0.071	-6	3	34	-7	18	-2
CC(NC(=O)CN(C)Cc1nc2ccccc2c(=O)[nH]1)c1ccccc1 (stereo unspecified)	12	-20[20 µM]	1.5	4	-16	11	-8	-4	-5

# Next section
SMILES	eIF4E-4G inh	Furin inh	Cl transport mod	p47phox inh	EBV gp42 inh	14-3-3 Bad inh	hK5 inh	Rad51 HR inh	Thrombin inh
COC(=O)Cc1ccc(NC(=S)N2CCCC(CO)C2)cc1 (stereo unspecified)	-2	-16	1.1	-14	-16	1	-4	-4	-1
Fc1cccc(Cc2noc(CN3CCOCC3)n2)c1	4	-35	-0.2	-6	-7	-4	x	x	1
C=CCNc1nc(-c2ccc(Cl)cc2)cs1	10	-21[20 µM]	-0.19	-10	-10	-12	-6	6	1
CSc1nc(C)cc(SCC(=O)N/N=C/c2ccccc2)n1	15	-18	0.22	-10	1	-16[fluorescence artefact?]	-16	8	-8
Cc1ccc(CNC(=O)CCCCn2c(=O)[nH]c3ccsc3c2=O)cc1	-5	-22	0.34	-1	6	-14	-6	-2	-3
N#Cc1c(C(F)(F)F)cc(-c2cccs2)nc1N1CCCCC1	-4	-20	0.71	-22	-9	-13	-1	18	-5
Nc1nc2ccc(S(=O)(=O)N3CCCCC3)cc2s1	-2	-11	0.59	-4	-21	-3	-2	1	3
Cc1ccc(/C(N)=N/OC(=O)Oc2ccccc2)cc1	2	-9[20 µM]	0.031	-4	7	-5	-28	-1	-3
O=C(C(Cc1ccccc1)n1cccc1)N1CCCCC1 (stereo unspecified)	1	-4	x	-9	0	8[fluorescence artefact?]	-6	-4	-2
CCCCSc1nc(CCC)cc(=O)[nH]1	1	-9[20 µM]	x	4	-11	-8	10	2	-1
CCOC(=O)C(NC(=O)CC(C)C)(Nc1sc2c(c1C(N)=O)CCCC2)C(F)(F)F (stereo unspecified)	-7	-17	-0.59	-9	-4	-1[fluorescence artefact?]	-9	x	2
Cc1nc2ncnn2c(C)c1CCC(=O)N1CCc2ccccc21	-12[fluorescence artefact?]	-24	0.13	-13	-19	0	-14	1	-6

# Quoted at random: two records from the list, in no set order.
SMILES	eIF4E-4G inh	Furin inh	Cl transport mod	p47phox inh	EBV gp42 inh	14-3-3 Bad inh	hK5 inh	Rad51 HR inh	Thrombin inh
Cc1ccc(CNC(=O)CCCCn2c(=O)[nH]c3ccsc3c2=O)cc1	-5	-22	0.34	-1	6	-14	-6	-2	-3
CSc1nc(C)cc(SCC(=O)N/N=C/c2ccccc2)n1	15	-18	0.22	-10	1	-16[fluorescence artefact?]	-16	8	-8

# More structures
SMILES	eIF4E-4G inh	Furin inh	Cl transport mod	p47phox inh	EBV gp42 inh	14-3-3 Bad inh	hK5 inh	Rad51 HR inh	Thrombin inh
N#CCCn1cc(C(=O)Nc2ccc(C(=O)O)cc2)c(-c2cc3ccccc3o2)n1	-9	-24	-0.23	-2	0	0	-15	8	2
CC(C)c1ccc(O)c(NC(=O)c2cncc(Br)c2)c1	-2	-9	-0.11	-15	-23	4	-18	-4	-4
O=C(O)[C@H](Cc1ccccc1)N1Cc2ccccc2C1=O	-4	-12	-0.078	0	-3	63	8	x	2
Cc1cccc(-n2nc(C)c3c2NC2=C(C(=O)CCC2)C3c2ccccn2)c1 (stereo unspecified)	-1	-9	-2	-4	-4	-1	-3	-14	-13
CCOC(=O)c1c(C)c(C(=O)NCc2ccc(OC)cc2)c(C)n1C	-3	-29	-0.31	-7	-7	-7	-4	3	-29
O=C(CCSc1nnc(-c2ccncc2)o1)Nc1ccccc1Cl	-2	-14[20 µM]	x	-4	-9	-5	22	4	0
CN1C(C(=O)NCc2cccc(C(F)(F)F)c2)CC2Cn3c(nc4cc(Cl)c(Cl)cc43)C21 (stereo unspecified)	0	-16	-1.5	-6	-13	-4	-4	-6	-7
Cc1cc(S(=O)(=O)Nc2ccccc2C(=O)O)ccc1Cl	3[fluorescence artefact?]	-22[20 µM]	-0.67	-10	-4	47	-13	3	-4
CCN(CC)CCNC(=O)c1ccccc1C(=O)c1ncc[nH]1	1	-3	0.77	-3	4	1[fluorescence artefact?]	-2	-8	-9
Cc1ccc(C(C)C)c(OCc2ccc(C(=O)N/N=C/c3cccc(O)c3O)cc2)c1	1[fluorescence artefact?]	3	0.16	-3	12	-11	-70	-2	7
COc1cccc(NC(=S)NC2CC3CCCC(C2)N3C2CCCC2)c1 (stereo unspecified)	-1	-31	0.19	-1	-14	-10	-1	3	-10
O=C(Cc1ccccc1)NNC(=S)Nc1ccccc1	2	-23	1	2	-7	-11	-9	x	-8

# Next records follow.
SMILES	eIF4E-4G inh	Furin inh	Cl transport mod	p47phox inh	EBV gp42 inh	14-3-3 Bad inh	hK5 inh	Rad51 HR inh	Thrombin inh
Cc1ccc(NC(=S)NNS(=O)(=O)c2ccc3ccccc3c2)cc1Cl	-2	-3	-4.2	-8	8	-12	3	x	-2
O=C(N/N=C/C(Cl)=C/c1ccccc1)c1ccncc1	2	-4	x	4	2	-1	10	-7	-2
NC(=O)C1CCN(C(c2ccccc2F)c2nnnn2Cc2ccco2)CC1 (stereo unspecified)	13	-16	x	0	-9	65	-6	1	1
Cc1ccc(NS(=O)(=O)c2ccc3c(c2)oc(=O)n3C)cc1F	3	-5	-0.12	-14	-13	-11	0	-7	-3
CS(=O)(=O)N(CC(=O)N1CCCCCC1)c1ccc2c(c1)OCCO2	1	-7[20 µM]	-0.08	-2	-4	-5	10	-4	-6
C/C=C/C=C/C(=O)OC(C)C(=O)Nc1cc([N+](=O)[O-])ccc1OC (stereo unspecified)	5	-26	-1.7	8	-4	-6	0	6	-1
COc1cc(/C=C/c2ccc3cccc([N+](=O)[O-])c3n2)ccc1OCC(=O)O	-2	-5	-0.39	-12	-5	-6	8	1	6
CC1CCC(C(C)C)C(OC(=O)COC(=O)c2cc(O)ccc2N)C1 (stereo unspecified)	6	-20	1.8	-1	6	-6[fluorescence artefact?]	-24	16	-7
Cc1ccc(CNC(=O)C2=CCN(S(=O)(=O)c3ccc(C)cc3)CC2)cc1	1	-3	-0.64	-10	-3	5[fluorescence artefact?]	-13	x	-2
Cc1oc(-c2cccs2)[n+]([O-])c1C	x	-7	1.6	x	x	x	-6	6	5
COc1ccc(C(=O)NCCC(C)C)cc1S(=O)(=O)N1CCOCC1	0	-10[20 µM]	0.81	-13	-2	-4	5	1	-1
O=C1COCC(=O)N1CCc1c[nH]c2ccccc12	4	-6	x	-8	-9	-3	-1	-23	-5
COc1ccc(/C(=N/O)C(C)(C)NO)cc1	-5	-6[20 µM]	0.031	-10	-14	-1	-7	-7	4
COc1ccc(CN(C)Cc2ccccc2)c(OC)c1OC	16	-18	-0.011	-5	-9	-4[fluorescence artefact?]	-14	2	-4
CCOC(=O)C1=C(C)C/C(=N\NC(=O)c2ccccc2O)CC1	-3	-27	0.46	-8	-5	2	3	21	1
